CHO-K1 Ca ag: counter-screen for M1 agonists: effect in parental CHO-K1 cells; Fluo-8 calcium fluorescence; scaled to maximal ATP response, vehicle zero; activation, % at 3 µM; 360,000 tested, 0.48% active; in the data active means activation above about 15%;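 further: untransfected CHO-K1 host cells lacking M1 receptor as counterscreen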
M5 ag: agonists of human muscarinic M5 receptor (CHRM5) | P08912 | AID 624037 | 360,000 tested, 0.19% active | CHO-K1 hM5 cells, Fluo-8 calcium fluorescence; 0% DMSO wells, 100% maximal acetylcholine response | activation, % at 3 µM;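 active means activation above the run's mean over test compounds plus 3 SD, cut at about 23% in these data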;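 further: signal is peak over basal fluorescence ratio across the kinetic read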
Target sequence (P08912 whole entry, looked up): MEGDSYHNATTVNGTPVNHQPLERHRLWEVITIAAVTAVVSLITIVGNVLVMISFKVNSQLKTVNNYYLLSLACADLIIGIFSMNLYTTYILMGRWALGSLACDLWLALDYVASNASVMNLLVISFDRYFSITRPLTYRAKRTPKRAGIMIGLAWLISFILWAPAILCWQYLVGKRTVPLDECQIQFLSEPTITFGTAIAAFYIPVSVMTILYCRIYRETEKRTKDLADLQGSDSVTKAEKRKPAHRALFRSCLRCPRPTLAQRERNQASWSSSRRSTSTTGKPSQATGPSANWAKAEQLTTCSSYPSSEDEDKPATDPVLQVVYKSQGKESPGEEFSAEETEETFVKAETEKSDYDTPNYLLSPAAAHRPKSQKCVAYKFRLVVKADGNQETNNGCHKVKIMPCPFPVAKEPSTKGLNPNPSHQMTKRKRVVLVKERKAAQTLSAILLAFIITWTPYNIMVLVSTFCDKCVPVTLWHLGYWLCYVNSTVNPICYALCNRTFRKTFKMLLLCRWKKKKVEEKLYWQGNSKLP
CHRM4 agonist: agonists of human muscarinic M4 receptor (CHRM4); AID 624127; CHO-K1 hM4/Gqi5, Fluo-8 calcium fluorescence; vehicle 0%, full acetylcholine response 100%; P08173; 360,000 tested, 0.14% active; activation, % at 3 µM;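 active means activation above the run mean over all test wells plus 3 SD, cut at about 32% in these data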;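 further: peak over basal fluorescence ratio per well then scaled between controls; 0% = DMSO wells and 100% = acetylcholine at EC100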
Target sequence (P08173 whole entry, looked up): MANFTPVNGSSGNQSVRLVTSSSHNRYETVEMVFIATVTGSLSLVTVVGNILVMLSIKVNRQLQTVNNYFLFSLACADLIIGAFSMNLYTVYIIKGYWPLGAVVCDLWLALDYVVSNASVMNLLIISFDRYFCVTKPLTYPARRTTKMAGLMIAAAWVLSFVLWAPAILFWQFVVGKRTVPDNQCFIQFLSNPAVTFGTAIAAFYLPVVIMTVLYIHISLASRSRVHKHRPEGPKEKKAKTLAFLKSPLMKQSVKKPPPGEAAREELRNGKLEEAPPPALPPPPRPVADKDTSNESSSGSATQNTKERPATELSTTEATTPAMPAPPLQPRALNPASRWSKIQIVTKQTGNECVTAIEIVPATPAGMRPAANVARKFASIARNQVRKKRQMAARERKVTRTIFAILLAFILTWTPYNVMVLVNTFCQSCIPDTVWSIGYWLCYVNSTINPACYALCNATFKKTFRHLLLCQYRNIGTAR
CHO-K1 Ca antag: counter-screen for M1 antagonists: effect in parental CHO-K1 cells | ATP-induced calcium, Fluo-8 fluorescence | 360,000 tested, 0.6% active | inhibition, % at 3 µM;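 active means inhibition above a per-plate cutoff, the plate's mean sample inhibition plus 3 SD, cut at about 24% in these data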;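 further: 0% = DMSO plus EC80 ATP and 100% = DMSO alone without ATP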
CHRM5 PAM: potentiates acetylcholine response at human M5 receptor | CHO-K1 hM5, Fluo-8 calcium, ACh EC20 PAM; 0% = ACh EC20, 100% = ACh EC100 | activation, % at 3 µM | 360,000 tested, 0.3% active | AID 624038;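 active means activation above the run cutoff, the mean activation of all test compounds plus 3 SD, cut at about 18% in these data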
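Replicates: One well per compound, no replicates | System: Human M5 receptor in CHO-K1 cells | Benchmarks: Low control EC20 acetylcholine (0%), high control EC100 acetylcholine (100%) | Probe or stimulus: Acetylcholine, EC20 level | Times: Fluo-8 loading 80 min at 37 °C plus 30 min room temperature | Signal: Intracellular calcium via Fluo-8 fluorescence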
M4 PAM: positive allosteric modulators of human muscarinic M4 receptor; P08173; CHO-K1 hM4/Gqi5, Fluo-8 calcium fluorescence, ACh EC20; 0% = ACh EC20, 100% = maximal ACh; activation, % at 3 µM; 360,000 tested, 0.4% active;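 active means activation above its plate's cutoff, the mean activation of sample wells plus 3 SD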; further: some results filed as inactive read as strong as hits
CHRM4 antagonist: CHRM4 antagonism in calcium assay; inhibition, % at 3 µM; 360,000 tested, 0.73% active; CHO-hM4 cells, ACh EC80, Fluo-8 calcium fluorescence; P08173; AID 624125;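 active means inhibition above its plate's cutoff, the mean inhibition of sample wells plus 3 SD, cut at about 27% in these data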;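 further: 0% = acetylcholine EC80 with DMSO and 100% = DMSO without agonist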
CHRM5 antagonist: CHRM5 antagonism in calcium assay | CHO-hM5 cells, Fluo-8 calcium fluorescence, ACh EC80 | inhibition, % at 3 µM | 360,000 tested, 0.59% active;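 active means inhibition above a per-plate cutoff, the mean of that plate's test compounds plus 3 SD, cut at about 27% in these data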;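 further: 0% = acetylcholine EC80 with DMSO and 100% = DMSO without agonist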
CHO-K1 Ca PAM: counter-screen for M1 PAMs: effect in parental CHO-K1 cells. ATP EC20, Fluo-8 calcium fluorescence; 0% at ATP EC20, 100% at ATP max. activation, % at 3 µM. 360,000 tested, 0.02% active;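 active means activation above the run cutoff, the mean activation of all test compounds plus 3 SD, cut at about 40% in these data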;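 further: peak over basal fluorescence ratio in a 140 s read after ATP addition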
The depositor's hits bear a star. Compounds were not picked by outcome; 2.7% or so of the library scored in one or more.

SMILES	CHO-K1 Ca ag	M5 ag	CHRM4 agonist	CHO-K1 Ca antag	CHRM5 PAM	M4 PAM	CHRM4 antagonist	CHRM5 antagonist	CHO-K1 Ca PAM
COCCSc1nnc(NC(=O)C2CC(=O)N(c3ccc(Cl)cc3)C2)s1 (centres undefined)	3.5	7	3	-14	6	1	-5	3	13
COC(=O)c1cc(Br)ccc1OC(=O)c1cccnc1	-0.1	-5	0	-3	5	4	-22	-4	11
COCCn1c(=S)[nH]c2cc(C(=O)N3CCN(C4CCCCC4)CC3)ccc2c1=O	-0.3	-3	1	-8	-3	-1	-6	6	16
Cc1ccc(N(CC(=O)NN=C2CCN(C)CC2)S(=O)(=O)c2ccc(C)cc2)cc1	-0.1	-2	1	4	-5	0	4	0	-3
CNC(=O)c1cc(S(=O)(=O)N2CC(C)OC(C)C2)ccc1N1CCCCC1 (centres undefined)	0.6	-3	1	-5	7	-1	0	-11	-1
CC(C)Oc1ccc(OCCSc2nc3ccccc3n2CC(=O)O)cc1	0.3	1	0	-5	-1	-3	10	7	12
COc1cccc(CNC(=O)CCNS(=O)(=O)c2cccs2)c1	0.7	-1	0	-5	-1	7	5	1	13
CCCN(CC(=O)Nc1ccccc1C)C(=O)Cc1n[nH]c(=O)c2ccccc12	0.2	2	1	-6	-3	5	-2	6	-1
COC(=O)c1cc(S(=O)(=O)N2CCCCC2C)c[nH]1 (centres undefined)	1.7	-2	1	-9	13	14	-6	-10	-7
Cc1cccc(OCC(=O)O/N=C(\N)Cc2ccc([N+](=O)[O-])cc2)c1	0.3	-5	-1	-11	-7	-11	2	2	12
O=C(OCc1nnc(-c2ccccc2)o1)c1ccc(CO)cc1	2.3	1	2	0	-1	5	-2	8	-9
CCOC(=O)c1csc(-c2snnc2C)n1	17*	-5	1	0	-3	-4	-2	8	10
COc1ccccc1NC(=O)NC(=O)c1ccccc1	0.3	-6	1	2	-1	-2	-6	14	9
CC(C)CC(NC(=O)C1CCC(=O)N1C(=O)OCc1ccccc1)C(=O)NC(Cc1ccccc1)C(N)=O (centres undefined)	0.3	-5	1	-12	0	-1	-5	5	-14
O=C(Nc1ccc(S(=O)(=O)Nc2ccccn2)cc1)c1cccc(Cl)c1	1.7	-3	1	11	-2	-5	-11	12	0
Cc1cccc(N2C(N)=C(C#N)C(C#N)(C#N)C2c2ccccc2)c1 (centres undefined)	-0.3	-5	-2	-13	-4	2	-13	1	28
Cc1ccc(CNC(=S)Nc2ccc(NS(=O)(=O)c3ccc(C)cc3)cc2)cc1	3.4	-1	3	-5	-8	-4	-2	9	8
O=C(Nc1nnc(-c2cccs2)s1)C1CC1	8.9	-1	1	-1	7	-2	8	4	4
Cc1cccc(NC(=O)C2CCN(S(=O)(=O)c3c(C)noc3/C=C/c3ccco3)CC2)n1	4.2	5	10	-5	-6	-8	2	10	15
COc1cccc(-c2cnc(C(O)c3ccc(C)cc3C)[nH]2)c1 (centres undefined)	3.3	3	3	-14	-5	6	-21	0	22

Gathered by group, the compounds so far with an NH in an aromatic ring.
SMILES	CHO-K1 Ca ag	M5 ag	CHRM4 agonist	CHO-K1 Ca antag	CHRM5 PAM	M4 PAM	CHRM4 antagonist	CHRM5 antagonist	CHO-K1 Ca PAM
COCCn1c(=S)[nH]c2cc(C(=O)N3CCN(C4CCCCC4)CC3)ccc2c1=O	-0.3	-3	1	-8	-3	-1	-6	6	16
CCCN(CC(=O)Nc1ccccc1C)C(=O)Cc1n[nH]c(=O)c2ccccc12	0.2	2	1	-6	-3	5	-2	6	-1
COC(=O)c1cc(S(=O)(=O)N2CCCCC2C)c[nH]1 (centres undefined)	1.7	-2	1	-9	13	14	-6	-10	-7
COc1cccc(-c2cnc(C(O)c3ccc(C)cc3C)[nH]2)c1 (centres undefined)	3.3	3	3	-14	-5	6	-21	0	22

(next part)
SMILES	CHO-K1 Ca ag	M5 ag	CHRM4 agonist	CHO-K1 Ca antag	CHRM5 PAM	M4 PAM	CHRM4 antagonist	CHRM5 antagonist	CHO-K1 Ca PAM
CC(NC(=S)NCCc1ccccc1)C(c1cccs1)N1CCN(Cc2ccccc2)CC1 (centres undefined)	1.8	-4	3	-8	-7	-12	4	-1	20
CCOC(=O)c1c(/N=C/c2ccccc2O)sc2c1CCC2	-0.4	-4	-1	-7	8	10	4	-1	11
CC(NC(=O)c1ccccc1Cl)C(=O)Nc1ccc2c(c1)OCO2 (centres undefined)	1.8	0	1	-3	1	7	-9	-4	1
C=CCOc1ccc(C(=O)NC2CCCCC2)cc1	-0.5	-3	0	-10	-6	3	1	6	7
CC1(C(=O)NS(=O)(=O)c2ccc(C#N)cc2)CCN1C(=O)Cc1ccccc1Cl (centres undefined)	0.2	1	0	-5	0	1	-9	-2	3
CCOC(=O)N1CCN(c2nc3ccccc3nc2C(C#N)S(=O)(=O)c2ccc(C)cc2)CC1 (centres undefined)	0.1	-2	0	-3	-4	4	3	-2	-10
CC1(c2nnc(-c3ccc(Cl)cc3)o2)CC(c2ccncc2)=NO1 (centres undefined)	0.3	3	4	-8	5	-3	-5	4	11
C[C@H](CO)N1C[C@H](C)[C@H](CN(C)C(=O)Nc2ccc(F)cc2)OCc2cnnn2CCCC1=O	0.2	2	3	-4	6	8	-10	-2	0
Cn1cnnc1Sc1ccc(C(=O)OCC(=O)Nc2ccccc2)cc1[N+](=O)[O-]	0.6	-4	1	-5	-5	-4	-4	4	21
Cc1ccc2[nH]c(=O)c(CNC(C)C)cc2c1	1.0	-2	0	-7	5	7	7	-5	8

7 of the compounds above, in CSV form:
mol,CHO-K1 Ca ag,M5 ag,CHRM4 agonist,CHO-K1 Ca antag,CHRM5 PAM,M4 PAM,CHRM4 antagonist,CHRM5 antagonist,CHO-K1 Ca PAM
Cc1ccc2[nH]c(=O)c(CNC(C)C)cc2c1,1.0,-2,0,-7,5,7,7,-5,8
Cn1cnnc1Sc1ccc(C(=O)OCC(=O)Nc2ccccc2)cc1[N+](=O)[O-],0.6,-4,1,-5,-5,-4,-4,4,21
CC1(c2nnc(-c3ccc(Cl)cc3)o2)CC(c2ccncc2)=NO1 (centres undefined),0.3,3,4,-8,5,-3,-5,4,11
CC(NC(=O)c1ccccc1Cl)C(=O)Nc1ccc2c(c1)OCO2 (centres undefined),1.8,0,1,-3,1,7,-9,-4,1
CC1(C(=O)NS(=O)(=O)c2ccc(C#N)cc2)CCN1C(=O)Cc1ccccc1Cl (centres undefined),0.2,1,0,-5,0,1,-9,-2,3
CCOC(=O)c1c(/N=C/c2ccccc2O)sc2c1CCC2,-0.4,-4,-1,-7,8,10,4,-1,11
CCOC(=O)N1CCN(c2nc3ccccc3nc2C(C#N)S(=O)(=O)c2ccc(C)cc2)CC1 (centres undefined),0.1,-2,0,-3,-4,4,3,-2,-10

Going on with the list.
SMILES	CHO-K1 Ca ag	M5 ag	CHRM4 agonist	CHO-K1 Ca antag	CHRM5 PAM	M4 PAM	CHRM4 antagonist	CHRM5 antagonist	CHO-K1 Ca PAM
O=C1[C@@H](Oc2ccccc2)[C@@H](c2ccccc2)N1c1cccnc1	2.2	1	3	-7	5	4	-14	-15	7
COCCNC(=O)C(c1ccc(C)cc1)N(Cc1ccccc1)C(=O)CCC(=O)Nc1ccccn1 (centres undefined)	1.2	3	5	-5	4	0	-9	10	11
CC1CCCN(CC(=O)Nc2cc(S(=O)(=O)N3CCOCC3)ccc2N2CCCC2)C1 (centres undefined)	0.3	-9	1	-7	-17	-12	14	1	-2
Cn1c(SCC(=O)N2CCN(c3ccccc3)CC2)nnc1-c1ccco1	0.1	0	1	0	-1	2	-1	-2	4
CCCn1nc(NS(=O)(=O)c2ccccc2)c2cc3cc(C)ccc3nc21	0.0	-2	1	-9	-7	9	6	11	1
Cc1ccc2oc(C(=O)NCC(c3ccco3)N3CCCC3)c(C)c2c1 (centres undefined)	-0.7	-10	1	1	-2	-9	-20	6	9
COc1cc(-c2cc(=O)c3c(O)c(OC)c(OC)cc3o2)cc(OC)c1O	1.9	2	4	-3	-5	2	-8	6	16
CCOc1cc(C)c(Cl)cc1S(=O)(=O)NC1CC(C)(C)NC(C)(C)C1	0.3	-6	0	-18	-2	12	-2	0	23
Cc1csc(NC(=O)c2cc3c(s2)CCCC3)n1	0.6	-5	1	16	5	-1	-9	1	-6
Cc1cc(NC(=O)Cn2c(=O)c3c(ncn3CC(C)C)n(Cc3ccccc3)c2=O)no1	0.3	0	-1	1	-1	16	6	-2	14
O=C(Nc1ccc(-n2cnnn2)cc1)C(c1ccccc1)c1ccccc1	2.0	3	2	-1	7	-5	-4	6	3
c1ccc(CNc2ncnc3[nH]ncc23)cc1	1.3	3	2	-7	1	3	-9	18	9
Cc1ccc(C(=O)OCC(=O)N2CCOCC2)cc1	1.1	-2	1	-15	1	4	6	2	20
Oc1ccc(CCNc2c3ccccc3nc3ccccc23)cc1O	1.1	-11	2	-3	1	-1	-3	3	15
O=C(NCc1ccc2c(c1)OCO2)C1CCCCC1	0.4	2	1	-2	-2	0	-5	-11	6
COCCNC(=O)C(=O)N/N=C/c1ccc(C(=O)OC)cc1	0.1	0	0	-11	0	3	5	2	19
Cc1ccc2c(CN3CC(C)CC(C)C3)cc(=O)oc2c1C (centres undefined)	-1.6	-3	-2	-4	-4	0	-26	3	2
O=C(c1cccnc1)N1CCN(Cc2cccc(F)c2)CC1	-0.1	-1	1	-4	5	11	7	-5	-5
O=C(C1=C[C@@H](c2ccc3c(c2)OCO3)C[C@@H](OCCCCO)O1)N1CCN(Cc2ccc3c(c2)OCO3)CC1	3.7	3	15	-18	-4	11	-13	-3	4
O=C(COC(=O)CC1CC2CCC1C2)Nc1c(F)cccc1F (centres undefined)	-0.4	-3	1	11	-6	2	1	10	-11
CCOc1cc(N2CCOCC2)c(OCC)cc1NC(=O)c1c(-c2ccccc2Cl)noc1C	1.3	-5	5	-16	-2	-10	-5	-1	12
Cc1ccc(O)c(Cc2cc(C)cc(Cc3cc(C)ccc3O)c2O)c1	0.7	0	0	6	-2	-4	5	2	5
CC1=C(C(=O)N(C(C)C)C(C)C)CC(CC(=O)NC2CC2)C(=O)N1Cc1ccc(C(C)(C)C)cc1 (centres undefined)	0.2	-1	1	-15	-1	5	-12	-3	11
Cc1ccc(CN(C(=O)c2csnn2)C(C(=O)NC2CCCC2)c2ccco2)cc1 (centres undefined)	0.2	0	0	-18	-6	-7	2	22	-3
COC(=O)C1=C(C)N(Cc2ccccc2)C(=NCc2ccccc2)N[C@H]1c1ccccc1	16*	1	11	9	2	-3	15	12	6
CCCCCN(C(=O)CCC(=O)OCc1ccc(Cl)cc1Cl)c1c(N)n(CCCC)c(=O)[nH]c1=O	-0.2	-1	0	8	0	-2	1	1	-25

Compound activity from PubChem BioAssay.
